ERAP1 inh: human ERAP1 aminopeptidase inhibitors, primary screen, biochemical, single point, plate reader; Endoplasmic reticulum aminopeptidase 1 (Homo sapiens), Q9NZ08; recombinant ERAP1, Leu-AMC fluorescence, 60 min; inhibition, % at 10.7 µM; 340,000 compounds, 0.15% hits; AID 652197, 2013;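 active means mean replicate inhibition of at least 30%, or all replicates individually reaching that 30% level; inactive means mean below 30% and not every replicate reaching it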;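 further: 0% = neutral control wells and 100% = L-leucinethiol positive control wells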
Target sequence (Q9NZ08 whole entry, looked up): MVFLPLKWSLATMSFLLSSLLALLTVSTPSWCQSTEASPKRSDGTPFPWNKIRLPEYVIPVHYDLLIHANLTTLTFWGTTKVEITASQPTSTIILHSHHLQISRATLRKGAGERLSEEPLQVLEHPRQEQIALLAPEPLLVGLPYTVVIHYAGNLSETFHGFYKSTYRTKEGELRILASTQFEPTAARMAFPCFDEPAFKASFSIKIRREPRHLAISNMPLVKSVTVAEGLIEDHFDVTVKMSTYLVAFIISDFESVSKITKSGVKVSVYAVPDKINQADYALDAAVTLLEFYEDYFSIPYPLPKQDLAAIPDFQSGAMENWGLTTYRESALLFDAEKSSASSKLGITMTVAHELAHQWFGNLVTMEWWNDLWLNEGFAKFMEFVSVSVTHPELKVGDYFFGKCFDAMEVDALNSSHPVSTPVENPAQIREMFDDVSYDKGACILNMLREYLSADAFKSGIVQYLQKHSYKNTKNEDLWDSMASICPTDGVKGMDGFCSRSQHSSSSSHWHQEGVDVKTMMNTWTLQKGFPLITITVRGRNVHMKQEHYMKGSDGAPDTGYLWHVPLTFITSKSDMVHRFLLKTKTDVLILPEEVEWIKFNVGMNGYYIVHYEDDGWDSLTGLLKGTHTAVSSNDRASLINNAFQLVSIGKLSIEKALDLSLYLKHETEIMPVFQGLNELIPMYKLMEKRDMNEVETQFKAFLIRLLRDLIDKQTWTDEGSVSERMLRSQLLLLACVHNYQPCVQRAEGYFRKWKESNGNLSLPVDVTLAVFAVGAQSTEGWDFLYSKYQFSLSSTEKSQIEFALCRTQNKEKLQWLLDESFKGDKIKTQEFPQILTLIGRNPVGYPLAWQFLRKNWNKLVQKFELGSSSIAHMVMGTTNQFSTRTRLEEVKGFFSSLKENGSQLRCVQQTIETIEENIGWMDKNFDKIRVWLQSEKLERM
GSIS activator: GLuc luminescence reporter in INS-1E cells, primary screen for activators of glucose-dependent secretion of insulin | INS-1E GLuc reporter insulin secretion, 2-3 h | activation, % at 16.6 µM | 370,000 compounds, 0.61% hits;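 active means lowest replicate activation of at least 40%, so every replicate reaches that level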;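 further: 0% = median of neutral control wells and 100% = median of IBMX positive control wells; some compounds called inactive have numbers as strong as hits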
RAD54 branch: inhibitors of human RAD54 branch migration, primary screen, biochemical, fluorescence, single point | AID 602329, 2012 | inhibition, % at 10.4 µM | RAD54 Holliday junction branch migration, FAM/BHQ fluorescence | DNA repair and recombination protein RAD54-like (Homo sapiens), Q92698 | 360,000 compounds, 0.14% hits;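 active means mean normalized replicate activity at least 40 and at least half of replicates scoring 40 or more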;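 further: 0% = median of neutral control wells and 100% = median of positive control wells; inhibitors cause a drop in the FAM fluorescence signal; in these data hits start at about 50%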
RAD52 inh: RAD52 DNA annealing inhibitors, primary screen, biochemical, FRET, single point, set 2; DNA repair protein RAD52 homolog (Homo sapiens), P43351; recombinant RAD52 DNA annealing, FRET fluorescence; inhibition, % at 18.7 µM; 360,000 compounds, 0.46% hits;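 active means every replicate showing at least 50% inhibition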
F508del corr: F508del CFTR correction, initial screen, CFBE line, single point | CFBE cells, YFP halide quenching; stimulated with forskolin plus potentiator P3; % fluorescence drop versus neutral controls | activity (quench increase), % at 7.58 µM | AID 720511, 2013 | 350,000 compounds, 0.36% hits;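 active means mean added fluorescence quench of at least 8% versus neutral control, with both replicates also reaching 8%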;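 further: cells transiently co-express mutant CFTR-F508del with the halide-sensitive YFP; corrector assay measuring rescue of mutant channel to the surface after 24 h compound exposure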
esBAF inh: Bmi1 luciferase reporter increase in mESCs, primary screen, esBAF inhibitor project, mouse ES cells, Bmi1 luciferase knock-in, single point; 24 h; 100% = twice the neutral-well signal; 350,000 compounds, 2% hits; reporter increase, % at 12.5 µM; AID 602393, 2012; in the data active means activation above about 40%;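 further: 0% = median of the plate's neutral control wells and 100% = double that signal; a rise in the Bmi1 reporter signal indicates esBAF inhibition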
ARNT TACC3 PPI: disruptors of ARNT/TACC3 protein interaction, primary screen, biochemical, AlphaScreen, single concentration. Transforming acidic coiled-coil-containing protein 3 (Homo sapiens), Q9Y6A5. AlphaScreen His-ARNT PAS-B/GST-TACC3 binding, luminescence; TACC3 fragment carries E629A point mutation. inhibition, % at 9.99 µM. 390,000 compounds, 0.66% hits. AID 623870, 2012;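 active means mean inhibition of replicates at least 50% and at least half of replicates each reaching 50%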;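 further: 0% = complete ARNT plus TACC3 wells and 100% = ARNT alone without TACC3; many hits fall short of the cut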
Xi reactivation: activators of inactive X chromosome reactivation, primary screen, imaging, XiGFP fibroblasts, GFP high-content imaging, set 2. XiGFP mouse fibroblasts, % GFP-positive cells imaging, 3 d; cells co-treated with 5-aza-dC sensitizer; scaled so ellipticine positive control = 100%. activation, % at 7.58 µM. 360,000 compounds, 0.055% hits. AID 743238, 2013;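 active means mean normalized replicate activation at least 10% and every replicate at or above 10%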;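 further: 0% = median of on-plate neutral control wells and 100% = ellipticine 6 µM median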
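Assay system – SV40-immortalized XiGFP fibroblast cells, line 68-5-11 · Buffer or medium – DMEM supplemented with 5-aza-dC as sensitizing agent · Dosing – one concentration, pinned · Benchmarks – positive control ellipticine, 6 µM final · Times – 3 days compound exposure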
Numbers without * were called inactive; nt = no result given.

SMILES | ERAP1 inh | GSIS activator | RAD54 branch | RAD52 inh | F508del corr | esBAF inh | ARNT TACC3 PPI | Xi reactivation
C/C=C/c1ccc([C@@H]2[C@@H](CN(CC)C(=O)CC)N(S(C)(=O)=O)[C@H]2CO)cc1 | nt | -1 | -2 | -39 | -1.3 | -4 | -5 | 0.4
O=C(O)CC1NC(=O)N(C2CCCCC2)C1=O (configuration not stated) | 0 | 1 | nt | 0 | 3.6 | nt | nt | -0.1
COC(=O)C1=CN(c2ccc3c(c2)OCO3)C(N)=C(C#N)C1c1ccc(-c2ccccc2)cc1 (configuration not stated) | 2 | -27 | nt | -14 | 0.3 | nt | nt | 0.8
Cc1cc(C(=O)Nc2cccc3c2O[C@@H](CN(C)Cc2ccc(Oc4ccccc4)cc2)[C@@H](C)CN([C@H](C)CO)C3=O)n(C)n1 | 0 | -31 | 6 | 5 | 3.5 | 1 | -2 | 0.0
CN(CC(=O)Nc1cccc(F)c1)C(=O)C1CCN(C(=O)c2ccc(Cl)cc2)CC1 | 1 | -11 | 6 | -4 | 1.4 | 1 | 5 | 1.2
O=C(O)CC(NC(=O)c1ccc2c(c1)OCO2)c1cccc([N+](=O)[O-])c1 (configuration not stated) | -3 | 1 | nt | -1 | -1.3 | nt | 3 | 0.0
C[C@H](NC(=O)C[C@H]1C[C@@H]2c3cc(NC(=O)C4CCC4)ccc3O[C@@H]2[C@@H](CO)O1)c1ccccc1 | -1 | -24 | 4 | -1 | 1.4 | 3 | -3 | 0.0
Fc1cccc(Cc2c(-c3cccc(Br)c3)nc3ccc(Cl)cn23)c1 | 0 | -11 | -2 | -80 | -3.2 | 35 | nt | -0.1
O=C(COc1ccccc1[N+](=O)[O-])OC1CCS(=O)(=O)C1 (configuration not stated) | -2 | 4 | -9 | -12 | -1.7 | 2 | -8 | 0.0
OCCOCCOCCn1c2ccccc2c2ccccc21 | nt | 2 | -21 | nt | nt | 7 | 0 | nt
Cc1cccc(N2CCN(S(=O)(=O)c3c(C)nc4scc(C)n4c3=O)CC2)c1C | 1 | -36 | -12 | -7 | 0.7 | 6 | 3 | 0.0
COc1cc(C)ccc1S(=O)(=O)NC(=O)C1(C)CCN1C(=O)Cc1ccccc1Cl (configuration not stated) | 0 | -1 | 1 | -11 | -0.8 | -3 | nt | -0.1
O=[N+]([O-])c1cc(-c2ccc(C(=S)N3CCOCC3)o2)ccc1Cl | 3 | -12 | nt | -12 | -1.2 | 14 | 13 | 0.0
COc1ccc(COc2ccc(C3C(S(=O)(=O)c4ccccc4)CON3C)cc2OC)cc1 (configuration not stated) | 2 | -10 | 5 | -6 | -1.7 | 16 | -8 | 0.0
Cc1ccccc1-c1ccccc1[C@H]1[C@@H](CO)N(C(=O)c2ccc(F)cc2)[C@H]1C#N | 0 | -12 | nt | -7 | -5.1 | nt | nt | 0.1
COc1cccc(C=Cc2nccc3ccccc23)c1OC | -4 | -28 | 5 | -17 | 4.8 | 25 | nt | -0.1
COCCN(CCOC)C(=O)[C@H](CCc1ccccc1)NC(=O)[C@H]1O[C@@H](n2cnc3c(N)ncnc32)[C@H](O)[C@@H]1O | 1 | nt | nt | 4 | 0.2 | nt | nt | 0.2
O=C(Nc1ccc(F)cc1F)C1CCCN(c2ncnc3c2nc2n3CCCCC2)C1 (configuration not stated) | 4 | nt | -3 | 9 | nt | 0 | 7 | nt
C[C@@H]1CN([C@H](C)CO)C(=O)c2cc(NC(=O)Cn3cnnn3)ccc2O[C@@H]1CN(C)S(=O)(=O)c1ccccc1 | 0 | 5 | nt | -13 | -2.9 | 1 | nt | 0.1
O=C(C(=O)N1CCN(S(=O)(=O)c2ccc(Cl)cc2)CC1)c1cccc(C(F)(F)F)c1 | -1 | 12 | nt | -5 | 1.6 | nt | nt | 0.0
CN1CCN(c2nc3cc(C(F)(F)F)ccc3n3cccc23)CC1 | -1 | nt | 40 | 67* | -1.8 | -14 | 13 | -0.1
O=C(NCc1ccccn1)C(C(=O)c1cccc([N+](=O)[O-])c1)n1cc(Cl)ccc1=O (configuration not stated) | -1 | -7 | nt | -23 | -1.5 | nt | 7 | 0.0
CN1CCN(S(=O)(=O)c2ccc(N3CCN(c4ccccc4O)CC3)c([N+](=O)[O-])c2)CC1 | -2 | -12 | -8 | 3 | 1.8 | -1 | nt | -0.1
Cc1cc([N+](=O)[O-])nn1CC(=O)Nc1nccs1 | 0 | 13 | 4 | -5 | 0.4 | nt | -1 | -0.1
Cc1ccc(CSCC(=O)N(C)CC(=O)Nc2cccc(F)c2)cc1 | -3 | -12 | nt | -9 | -1.7 | 8 | 5 | -0.2
O=c1oc2ccccc2c(O)c1Cc1cc(Cl)c2cccnc2c1O | -3 | 3 | nt | -15 | -1.6 | -6 | 20 | -0.1
COCC(=O)N1C[C@H](C)[C@H](OC)CN(C)C(=O)c2cc(NC(=O)c3cnccn3)ccc2OC[C@@H]1C | -2 | 11 | 1 | 0 | 3.3 | -5 | -24 | 0.5
CCOC(=O)C1=C(N)OC2=C(C(=O)CC(C)(C)C2)C1c1ccc(C)s1 (configuration not stated) | 3 | -6 | nt | -52 | -3.1 | nt | 3 | 0.2
COc1ccc(OC)c(CCNC(=O)c2ccc(CS(=O)Cc3cccc(Cl)c3)o2)c1 (configuration not stated) | -4 | -17 | -3 | -8 | -0.9 | 5 | 12 | 0.0
COc1ccc(N(C)C(=O)c2oc(=O)c3ccccc3c2-c2ccc(C)cc2)c(OC)c1 | 0 | -31 | 3 | 9 | 0.9 | 13 | 5 | 0.0
CNC[C@@H]1Oc2c(cccc2N(C)C)C(=O)N([C@H](C)CO)C[C@H]1C | 0 | 8 | 3 | -4 | 0.1 | -2 | nt | -0.8
C[C@@H]1CN([C@@H](C)CO)C(=O)c2cc(N(C)C)ccc2O[C@@H](C)CCCCO[C@@H]1CN(C)Cc1ccccc1 | -3 | -3 | -5 | 13 | 3.3 | 3 | 16 | 0.0
Cc1ccnc(NC(=O)COc2ccc(Cl)cc2)n1 | -1 | 14 | 0 | -7 | 0.9 | 5 | -11 | 0.3
COc1ccc(C)cc1NC(=O)C1CCCN(S(=O)(=O)c2ccc(-n3cnnn3)cc2)C1 (configuration not stated) | 3 | 12 | -9 | -4 | 1.0 | 2 | -5 | 0.2
COc1ccc(CN(C)C[C@@H]2OCCCC[C@H](C)Oc3ccc(NC(=O)c4ccccc4)cc3C(=O)N([C@@H](C)CO)C[C@@H]2C)cc1 | 2 | -26 | -2 | 14 | 0.0 | 2 | -1 | -0.1
C[C@H](NC(=O)N1CCn2c1nc1ccccc12)C(=O)N1CCCCC1 | -4 | 1 | 1 | 4 | -0.4 | 3 | 3 | 0.0
Nc1nc(N)c2c(ccc3c2ccn3Cc2cccc([N+](=O)[O-])c2)n1 | 3 | 37 | nt | 8 | 2.7 | nt | nt | -0.1
CCOC(=O)C1(Cc2cccc(F)c2)CCN(Cc2cnc(C)s2)CC1 | -4 | -20 | -11 | -5 | -6.8 | -1 | 25 | 0.2
COc1ccc(S(=O)(=O)Nc2ccc3c(c2)C(=O)N([C@@H](C)CO)C[C@H](C)[C@H](CN(C)Cc2ccccc2)OCCCC[C@H](C)O3)cc1 | nt | -12 | 2 | nt | 0.0 | 1 | 2 | 0.2
O=C(Cc1ccncc1)N1CC[C@@H]2[C@H]1c1cc(-c3ccccc3F)ccc1N[C@@H]2CO | 0 | 21 | -2 | -6 | -1.1 | 20 | 4 | 0.0
Cc1cccc(N2CCN(S(=O)(=O)c3c(C)[nH]c(C)c3C(=O)N3CCCC3)CC2C)c1 (configuration not stated) | 3 | -15 | 5 | 5 | -3.5 | -2 | 7 | 0.2
Cc1cc(C)nc(SCc2cc(=O)c(OC(=O)c3ccc(Br)o3)co2)n1 | nt | -12 | 4 | nt | -2.4 | nt | nt | 0.0
O=C(CN1CCCCC1)N1CCN(S(=O)(=O)c2ccccc2)C1 | -4 | 10 | -3 | -15 | -1.5 | 2 | -4 | 0.0
NC(=O)c1c(NC(=O)c2cccnc2Cl)sc2c1CCCC2 | nt | 8 | -3 | nt | nt | nt | -2 | 0.0
Cc1ccc(S(=O)(=O)N2C(=O)CCC2C(=O)Nc2ccc3c(c2)OCCO3)cc1 (configuration not stated) | nt | 14 | 1 | nt | nt | -11 | 1 | nt
CCOc1ccccc1NC(=S)NCCc1ccccc1 | 0 | 6 | nt | -6 | nt | nt | nt | 0.1
COC(=O)Cc1nnn2c1[C@@H](C)[C@@H](c1ccccc1Br)OC[C@@H]2c1ccccc1 | -1 | -34 | nt | -8 | 4.9 | nt | nt | -0.1
C[C@@H]1CN([C@H](C)CO)S(=O)(=O)c2ccc(-c3ccc(F)cc3)cc2O[C@H]1CN(C)Cc1cccc(F)c1 | nt | 58* | nt | nt | 1.4 | -3 | nt | -0.5
Cc1ccc(C2Nc3ccccc3C(=O)N2CCN2CCNC2=O)cc1 (configuration not stated) | -4 | 15 | nt | 11 | -16 | 0 | -5 | 0.1

Among those listed so far, these have an aryl methoxy group.
SMILES | ERAP1 inh | GSIS activator | RAD54 branch | RAD52 inh | F508del corr | esBAF inh | ARNT TACC3 PPI | Xi reactivation
COc1cc(C)ccc1S(=O)(=O)NC(=O)C1(C)CCN1C(=O)Cc1ccccc1Cl (configuration not stated) | 0 | -1 | 1 | -11 | -0.8 | -3 | nt | -0.1
COc1ccc(COc2ccc(C3C(S(=O)(=O)c4ccccc4)CON3C)cc2OC)cc1 (configuration not stated) | 2 | -10 | 5 | -6 | -1.7 | 16 | -8 | 0.0
COc1cccc(C=Cc2nccc3ccccc23)c1OC | -4 | -28 | 5 | -17 | 4.8 | 25 | nt | -0.1
COc1ccc(OC)c(CCNC(=O)c2ccc(CS(=O)Cc3cccc(Cl)c3)o2)c1 (configuration not stated) | -4 | -17 | -3 | -8 | -0.9 | 5 | 12 | 0.0
COc1ccc(N(C)C(=O)c2oc(=O)c3ccccc3c2-c2ccc(C)cc2)c(OC)c1 | 0 | -31 | 3 | 9 | 0.9 | 13 | 5 | 0.0
COc1ccc(C)cc1NC(=O)C1CCCN(S(=O)(=O)c2ccc(-n3cnnn3)cc2)C1 (configuration not stated) | 3 | 12 | -9 | -4 | 1.0 | 2 | -5 | 0.2
COc1ccc(CN(C)C[C@@H]2OCCCC[C@H](C)Oc3ccc(NC(=O)c4ccccc4)cc3C(=O)N([C@@H](C)CO)C[C@@H]2C)cc1 | 2 | -26 | -2 | 14 | 0.0 | 2 | -1 | -0.1
COc1ccc(S(=O)(=O)Nc2ccc3c(c2)C(=O)N([C@@H](C)CO)C[C@H](C)[C@H](CN(C)Cc2ccccc2)OCCCC[C@H](C)O3)cc1 | nt | -12 | 2 | nt | 0.0 | 1 | 2 | 0.2

Screening data as filed in PubChem.
